Bioassay records (PubChem BioAssay)
Pf growth 96h – P. falciparum growth inhibition at 96 hours; Potency, µM (highest dose often 28.7 µM), for inactives: at the highest dose activity change, negative = inhibition, most hits filed as inhibitors; P. falciparum luciferase reporter growth, 96 h; hit rate 6.9% among 320,000; further: potency means the concentration at half of the fitted maximal effect; on the % scale 0 is the no-effect control and ±100 the full control effect
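Compounds incubated with erythrocytes infected by luciferase-expressing P. falciparum (2% hematocrit, 0.05% parasitemia final) for 96 hours, 37 C in 5% CO2. Growth inhibition scored as decreased luciferase luminescence.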
Giardia FBPA inh – Giardia lamblia aldolase inhibition; purified Giardia FBPA; Potency, µM (top dose mostly 59.6 µM), inactives show top-dose activity, negative = inhibition, hits mostly inhibitors; hit rate 0.71% among 290,000; AID 2451; further: potency means the concentration at half of the fitted maximal effect; on the % scale 0 is the no-effect control and ±100 the full control effect; nearly all actives have a fitted effect of over 55% in size
Target sequence (A8B2U2 whole entry, looked up): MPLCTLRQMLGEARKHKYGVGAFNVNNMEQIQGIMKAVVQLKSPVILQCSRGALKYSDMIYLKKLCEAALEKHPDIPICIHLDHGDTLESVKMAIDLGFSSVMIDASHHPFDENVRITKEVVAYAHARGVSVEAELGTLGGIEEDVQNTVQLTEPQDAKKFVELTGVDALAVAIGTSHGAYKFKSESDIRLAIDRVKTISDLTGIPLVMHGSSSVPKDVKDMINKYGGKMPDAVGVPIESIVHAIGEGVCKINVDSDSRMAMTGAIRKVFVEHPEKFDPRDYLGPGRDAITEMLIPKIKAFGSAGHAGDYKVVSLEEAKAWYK
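40 nM FBPA preincubated 10 min at RT with compound (up to 57.5 uM final), then substrate plus GAPDH/TPI/NAD/arsenate coupling and diaphorase/resazurin added. Fluorescence read after 20 min at RT, 525/598 nm.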
Pf growth 48h – P. falciparum growth inhibition at 48 hours (one generation); P. falciparum luciferase growth in erythrocytes, 48 h; Potency, µM (highest dose often 28.7 µM), for inactives: at the top dose activity change, negative = inhibition, hits mostly inhibitors; hit rate 5.9% among 310,000; further: potency means the concentration at half of the fitted maximal effect; on the % scale 0 is the no-effect control and ±100 the full control effect
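Here the parasites carry a stable luciferase gene and grow inside erythrocytes in Albumax-based RPMI medium with compound for one erythrocytic cycle. Activity is scored as loss of luminescent signal.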
Sm TGR inh – S. mansoni TGR enzyme inhibition; Q962Y6; purified TGR, DTNB reduction, TNB absorbance 405 nm; Potency, µM (doses to about 114 µM), for inactives: at the highest dose activity change, negative = inhibition, usual class: inhibitors; hit rate 3% among 360,000; AID 485364; further: potency means the concentration at half of the fitted maximal effect; on the % scale 0 is the no-effect control and ±100 the full control effect; nearly all actives have a fitted effect of over 60% in size
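Kinetic colorimetric format: TGR-catalysed, NADPH-driven DTNB reduction monitored via TNB absorbance. Enzyme dispensed at 20 nM; compound exposure 15 min at room temperature before reaction start.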
Cycloheximide cs – affects cycloheximide protein synthesis inhibition readout, counter-screen; AID 2314; hit rate 12% among 300,000; cell reporter, cycloheximide protein synthesis inhibition counterscreen; max response, %; in the data active means max response mostly above about 13%, no sharp cut-off; inactive means mostly below about 14%; further: read at 38.3 µM for the half of the compounds with a filed dose; 0% is about no effect
Shiga toxin inh – inhibitors of Shiga toxin in Vero cells | hit rate 9.2% among 290,000 | AID 2315 | inhibition, % at 38.7 µM | Vero cells, Shiga toxin protein synthesis inhibition reporter; in the data active means inhibition mostly above about 28%, no sharp cut-off; inactive means mostly below about 43%; further: 0% is about no effect
* = called active by the depositor; [ ] = dose if it differs, or a comment. Unless noted, the call rests on the fitted dose curve; in most records, active means well fitted curve in the direction sought with a large enough effect; inconclusive means small, poorly fitted or top-dose-only effect, or another doubt; inactive means no such curve, though single readings can be large; an effect the other way counts as inactive or inconclusive.

For Cc1ccc(S(=O)(=O)NC2CCCC2)cc1C the results were Pf growth 96h 0%, Giardia FBPA inh 4%, Sm TGR inh -7%, Cycloheximide cs 1 and Shiga toxin inh -7.
CC1CN(C(=O)CCC(=O)NCc2ccccn2)c2ccccc2O1 (configuration not stated) was read as Pf growth 96h inconclusive, Giardia FBPA inh -7%, Pf growth 48h 36%[activator], Sm TGR inh -10%, Cycloheximide cs -1 and Shiga toxin inh 2.
`COc1cc(/C=N/NC(=O)c2ccc(Cl)cc2)ccc1OCC(=O)N1CC(C)OC(C)C1` (configuration not stated) gave Pf growth 96h 39%[activator], Giardia FBPA inh -1%, Pf growth 48h 2%, Sm TGR inh -7%, Cycloheximide cs 11 and Shiga toxin inh 18.
For O=C(CO/N=C/c1ccccc1)N1c2ccccc2Oc2ccccc21 the results were Pf growth 96h inconclusive, Giardia FBPA inh 0%, Pf growth 48h 12µM*, Sm TGR inh 0%, Cycloheximide cs -1 and Shiga toxin inh 3.
CCC(C)(C)c1ccc(OCCCC[n+]2ccccc2)c(C(C)(C)CC)c1 was read as Pf growth 96h -22%, Giardia FBPA inh 0%, Pf growth 48h 2.1µM*, Sm TGR inh 0%, Cycloheximide cs -5 and Shiga toxin inh -7.
OCCN(CCO)c1nc2ccccc2[nH]1 was read as Pf growth 96h -12%, Giardia FBPA inh 0%, Pf growth 48h -10%, Sm TGR inh 6%, Cycloheximide cs -3 and Shiga toxin inh -6.
C=C(Br)CN1CCN(CC(=C)Br)CC1 was read as Giardia FBPA inh -1%, Pf growth 48h 2%, Sm TGR inh 10µM*, Cycloheximide cs -3 and Shiga toxin inh -8.
NC(=O)c1cc(S(=O)(=O)N2CCN(c3ccc([N+](=O)[O-])cc3)CC2)cs1 was read as Pf growth 96h 4%, Pf growth 48h inconclusive, Sm TGR inh 4%, Cycloheximide cs -9 and Shiga toxin inh 13.
C=CCn1c(SCC(=O)c2ccc(CNC(C)=O)o2)nc2scc(C3CC3)c2c1=O was read as Pf growth 96h 117%[activator], Giardia FBPA inh -17%, Pf growth 48h inconclusive, Sm TGR inh inconclusive, Cycloheximide cs 2 and Shiga toxin inh 20.
Screening CCN(CC)C(=O)c1csc(Nc2ccc(C)cc2)n1 returned Pf growth 96h 4%, Giardia FBPA inh 1%, Pf growth 48h inconclusive, Sm TGR inh 4%, Cycloheximide cs 20* and Shiga toxin inh 49*.

The final 2 entries of the part above come first, to join the parts:
C=CCn1c(SCC(=O)c2ccc(CNC(C)=O)o2)nc2scc(C3CC3)c2c1=O was read as Pf growth 96h 117%[activator], Giardia FBPA inh -17%, Pf growth 48h inconclusive, Sm TGR inh inconclusive, Cycloheximide cs 2 and Shiga toxin inh 20.
Screening CCN(CC)C(=O)c1csc(Nc2ccc(C)cc2)n1 returned Pf growth 96h 4%, Giardia FBPA inh 1%, Pf growth 48h inconclusive, Sm TGR inh 4%, Cycloheximide cs 20* and Shiga toxin inh 49*.
`CC1CCC2(CC1)NC(=O)N(NC(=O)CCc1c[nH]c3ccccc13)C2=O` (configuration not stated) gave Pf growth 96h 3%, Pf growth 48h 15% and Sm TGR inh 8%.
`Cc1ccc(NC(=O)CN2CCCCC2)c2c1CC(C)(C)O2` gave Pf growth 96h inconclusive, Giardia FBPA inh -1%, Pf growth 48h -17%, Sm TGR inh 15%, Cycloheximide cs 4 and Shiga toxin inh -10.
CCN(C1CCCCC1)S(=O)(=O)CCNC(=O)c1ccc2c(c1)OCO2 was read as Pf growth 96h 0%, Pf growth 48h 2% and Sm TGR inh -34%.
Screening Cc1nccc(-c2cc(-c3ccc(Cl)cc3Cl)no2)n1 returned Pf growth 96h 345%[activator], Giardia FBPA inh -1%, Pf growth 48h 126%[activator], Sm TGR inh 10%, Cycloheximide cs 36* and Shiga toxin inh 97*.
Screening NC(=O)CCC(NC(=S)Nc1ccccc1)C(=O)O (configuration not stated) returned Pf growth 96h 28%, Giardia FBPA inh -3%, Pf growth 48h 30%, Sm TGR inh 3%, Cycloheximide cs -1 and Shiga toxin inh -8.
O=c1[nH]c(=S)[nH]c(O)c1N=Nc1ccc(SC(F)F)cc1 was read as Pf growth 96h 2%, Giardia FBPA inh -2%, Pf growth 48h 0%, Sm TGR inh 8%, Cycloheximide cs 33* and Shiga toxin inh 25.
O=C(CN1C(=O)S/C(=C\c2cccc(Cl)c2)C1=O)NCCCn1ccnc1 was read as Pf growth 96h 34%[activator], Pf growth 48h 14%, Sm TGR inh -16%, Cycloheximide cs -5 and Shiga toxin inh -2.
For CCCCSc1nc2c(c(=O)n1CC)SC(C)C2 (configuration not stated) the results were Pf growth 96h -42%, Giardia FBPA inh -1%, Pf growth 48h -20%, Sm TGR inh 8%, Cycloheximide cs -3 and Shiga toxin inh -5.
O=CN(c1ccccc1)c1ccc2ccccc2c1 was read as Pf growth 96h 103%[activator], Giardia FBPA inh -3%, Pf growth 48h -1%, Cycloheximide cs 19 and Shiga toxin inh 39.
Screening Cc1csc(NC(=O)CCc2ccc(S(=O)(=O)N3CCOCC3)cc2)n1 returned Giardia FBPA inh 1%, Pf growth 48h inconclusive, Sm TGR inh -1%, Cycloheximide cs 0 and Shiga toxin inh 11.
Screening COc1ccc(CCNC(C)C(=O)Nc2ccc(S(N)(=O)=O)cc2)cc1 (configuration not stated) returned Pf growth 96h -14%, Giardia FBPA inh -5%, Pf growth 48h -26%, Sm TGR inh 1%, Cycloheximide cs -10 and Shiga toxin inh -9.
O=C(CNC(=O)c1ccccc1F)N/N=C/c1cc(Br)ccc1OC(=O)/C=C/c1ccco1 was read as Pf growth 96h inconclusive, Giardia FBPA inh -17%, Pf growth 48h 10µM*, Sm TGR inh -34%, Cycloheximide cs 2 and Shiga toxin inh 37.
`Cn1c(CC(=O)Nc2ccccc2C(F)(F)F)c(Sc2ccccc2)c2ccccc21` gave Pf growth 96h 0%, Giardia FBPA inh 3%, Pf growth 48h 15µM*, Sm TGR inh 2%, Cycloheximide cs -3 and Shiga toxin inh -4.
For O=Cc1ccc2noc(-c3ccc(Cl)cc3)c2c1 the results were Giardia FBPA inh -1%, Pf growth 48h 20%, Sm TGR inh 50µM*, Cycloheximide cs 32 and Shiga toxin inh 55.
For Cc1ccoc1C(=O)NCCCNC(=O)c1occc1C the results were Pf growth 96h 25%, Giardia FBPA inh inconclusive, Pf growth 48h -14%, Sm TGR inh 45µM*, Cycloheximide cs 5 and Shiga toxin inh 5.
For CCCC[C@H]1COCCS(=O)(=O)N1Cc1cccc(F)c1 the results were Pf growth 96h 59%[activator], Giardia FBPA inh 0%, Pf growth 48h 13%, Sm TGR inh inconclusive, Cycloheximide cs -3 and Shiga toxin inh 7.
`COc1cnc(-c2cccc(C(F)(F)F)c2)[nH]c1=O` gave Pf growth 96h -4%, Giardia FBPA inh -1%, Pf growth 48h 76%[activator], Sm TGR inh 0%, Cycloheximide cs 5 and Shiga toxin inh -2.
For CC(=O)Oc1ccc2cc(-c3nc4ccccc4n3C)c(=O)oc2c1 the results were Giardia FBPA inh -1%, Pf growth 48h 138%[activator], Sm TGR inh 2%, Cycloheximide cs 32 and Shiga toxin inh 75*.
For CCCCCNC(=O)Cn1c(=O)c2c(ncn2CC(C)C)n(Cc2ccccc2)c1=O the results were Pf growth 96h 0%, Giardia FBPA inh 7%, Pf growth 48h inconclusive, Sm TGR inh 7%, Cycloheximide cs -3 and Shiga toxin inh -8.
For CCN(CCCNC(=O)COc1cc(=O)n(CC)c2ccccc12)Cc1ccccc1 the results were Giardia FBPA inh 4%, Pf growth 48h inconclusive, Sm TGR inh 1%, Cycloheximide cs 0 and Shiga toxin inh -1.
Screening Cc1cccc(NS(=O)(=O)c2ccc3c(c2)CCC(=O)N3)c1 returned Pf growth 96h 90%[activator], Giardia FBPA inh 7%, Pf growth 48h 16%, Sm TGR inh -9%, Cycloheximide cs -2 and Shiga toxin inh -11.
For O=C(CSc1nnc2c3ccccc3c3ccccc3c2n1)Nc1ccccc1F the results were Pf growth 96h 0%, Giardia FBPA inh inconclusive, Pf growth 48h 12%, Sm TGR inh inconclusive, Cycloheximide cs 6 and Shiga toxin inh 14.
`O=C(Cn1c(=O)cnc2ccccc21)Nc1ccccc1N1CCOCC1` gave Pf growth 96h 13%, Pf growth 48h 0%, Sm TGR inh -4%, Cycloheximide cs -1 and Shiga toxin inh -3.
`Cc1cccn2c1nc(=S)n2C(=O)c1ccco1` gave Pf growth 96h 23%, Giardia FBPA inh -5%, Pf growth 48h 57%[activator], Sm TGR inh -3%, Cycloheximide cs 43* and Shiga toxin inh 82*.
For Cc1cc(F)ccc1S(=O)(=O)Nc1ncnc2scc(-c3ccc(F)cc3)c12 the results were Pf growth 96h 0%, Giardia FBPA inh 5%, Pf growth 48h -2%, Sm TGR inh -3%, Cycloheximide cs -1 and Shiga toxin inh -4.
Screening O=C(OCC(=O)N(C1CCCCC1)C1CCCCC1)c1ccco1 returned Pf growth 96h -10%, Giardia FBPA inh 0%, Sm TGR inh 6%, Cycloheximide cs -5 and Shiga toxin inh -13.
CC(C)NC(=O)NC(=O)CSc1ccccc1F was read as Pf growth 96h 0%, Giardia FBPA inh 6%, Pf growth 48h 20%, Sm TGR inh -11%, Cycloheximide cs 3 and Shiga toxin inh 19.
`Cc1cc(C)cc(OCc2nc(-c3cccnc3)no2)c1` gave Pf growth 96h -9%, Giardia FBPA inh 2%, Pf growth 48h -2%, Sm TGR inh -6%, Cycloheximide cs -5 and Shiga toxin inh -8.
CCc1ccc(CC2S/C(=C(\C#N)C(C)=O)NC2=O)cc1 (configuration not stated) was read as Pf growth 96h 2.9µM*, Giardia FBPA inh 1%, Pf growth 48h inconclusive, Sm TGR inh 0%, Cycloheximide cs 10 and Shiga toxin inh 37.
`CCOc1ccc(C(C(=O)NCC2CCCO2)N(Cc2ccccc2)C(=O)c2snc(C(N)=O)c2N)cc1` (configuration not stated) gave Pf growth 96h -12%, Giardia FBPA inh 0%, Pf growth 48h inconclusive, Sm TGR inh -5%, Cycloheximide cs -2 and Shiga toxin inh -7.
For CC(C)C[C@H]1CN=C(Nc2ccccc2)N1CCC(C)c1ccccc1 (some centres not stated) the results were Pf growth 96h inconclusive, Pf growth 48h inconclusive and Sm TGR inh -3%.
Screening C/C(Cc1ccccc1)=N\NC(=O)C1CCCCC1 returned Pf growth 96h 6%, Giardia FBPA inh 1%, Pf growth 48h -13%, Sm TGR inh 3%, Cycloheximide cs 5 and Shiga toxin inh 21.
For CN(CCOc1cccc(C(F)(F)F)c1)Cc1ccccc1 the results were Pf growth 96h inconclusive, Giardia FBPA inh inconclusive, Pf growth 48h 25%, Sm TGR inh -2%, Cycloheximide cs -2 and Shiga toxin inh -5.
For CC(c1ccccc1)C1CC(=O)N(CC(=O)O)C1=O (configuration not stated) the results were Pf growth 96h 37%[activator], Giardia FBPA inh 8%, Pf growth 48h 14%, Sm TGR inh 4%, Cycloheximide cs -1 and Shiga toxin inh -11.
`COc1cc(C(=O)Nc2cc(C(F)(F)F)ccc2-n2cncn2)cc(OC)c1OC` gave Pf growth 96h inconclusive, Giardia FBPA inh -4%, Pf growth 48h inconclusive, Sm TGR inh 10%, Cycloheximide cs -4 and Shiga toxin inh -10.
COc1cc(CC(=O)N(C)CC(=O)Nc2cc(C)ccc2C)cc(OC)c1OC was read as Pf growth 96h -16%, Giardia FBPA inh 5%, Pf growth 48h 2%, Sm TGR inh 3%, Cycloheximide cs -3 and Shiga toxin inh -6.

No new results follow: 2 of the compounds above.
For CC(C)C[C@H]1CN=C(Nc2ccccc2)N1CCC(C)c1ccccc1 (some centres not stated) the results were Pf growth 96h inconclusive, Pf growth 48h inconclusive and Sm TGR inh -3%.
Screening C/C(Cc1ccccc1)=N\NC(=O)C1CCCCC1 returned Pf growth 96h 6%, Giardia FBPA inh 1%, Pf growth 48h -13%, Sm TGR inh 3%, Cycloheximide cs 5 and Shiga toxin inh 21.

This is a random part of the collection; any-hit rate near 24%.
